Bioassay records deposited in PubChem BioAssay by several laboratories.
PMI inhibitors = inhibitors of human PMI, primary screen, biochemical, fluorescence intensity, coupled assay (AID 1209); purified PMI enzyme, coupled fluorescence intensity; higher % means a stronger effect; inhibition, % at 20 µM; hits with a dose series show IC50 in µM; actives 0.42% (n = 190,000);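 note: plate controls were DMSO vehicle for no effect and wells lacking substrate for full effect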
MT stabilizer = microtubule stabilizers in HeLa cells. HeLa tubulin immunostaining HCS, 24 h; share of cells brighter than vehicle mean+2SD. % tubulin-high responders, % at 10 µM. actives 0.83% (n = 200,000). AID 2205;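 active = plate Z-score above 3 for both tubulin-high and condensed-nucleus cell shares, with cell loss under 80%, at 10 µM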;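 note: anti alpha tubulin signal scored within the nucleus-defined area of each cell; some results filed as inactive read as strong as hits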
Insulin prom up = MIN6 insulin promoter up-regulation; MIN6 insulin promoter-GFP reporter, high-content imaging; stronger effect = higher value; z-score at 5 µM; actives 0.3% (n = 190,000);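 active = z-score above 3 at 5 µM with at least 500 cells counted in the well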
PMI inhibition = human PMI inhibitors, high substrate, primary screen, biochemical, fluorescence intensity, high mannose 6-phosphate (AID 1220). recombinant PMI enzyme, coupled fluorescence intensity; higher % means a stronger effect. inhibition, % at 20 µM; hits with a dose series show IC50 in µM. actives 0.66% (n = 190,000)
b-catenin transl = modulators of beta-catenin nuclear translocation; HeLa beta-catenin nuclear translocation, immunofluorescence imaging; nuclear translocation activity, % at 5 µM; actives 0.3% (n = 190,000);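 active = nuclear translocation activity above 50% at 5 µM, with a well cell count of 50 or more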;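 note: per-cell ratio of nuclear to cytoplasmic median beta-catenin stain intensity; plate controls were DMSO negative control for no effect and GSK-3 inhibitor IX positive control for full effect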
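System: HeLa cells, endogenous beta-catenin; compound dosing: 5 µM primary single dose, 0.1% DMSO, 0.02–20 µM confirmation series; incubation: 24 h compound exposure at 37°C, 5% CO2; signal: beta-catenin immunofluorescence imaging with DAPI; evaluation: % activation, nuclear-to-cytoplasmic median beta-catenin signal ratio per cell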
TNAP activators = stimulation of alkaline phosphatase TNAP activity – biochemical, luminescent, no phosphate acceptor, uHTS, primary screen (AID 1001); actives 0.03% (n = 200,000); purified TNAP, luminescent activation assay, no phosphate acceptor; higher activation fold means a stronger effect; activation fold at 20 µM, or EC50 in µM where a hit was titrated; in the data active = activation fold from about 3, or a potency from the dose series; inactive = the rest, 99 in 100 with activation fold below about 1.6; note: many of its hits are not listed in these tables
T cell HTS = T cell immune modulators affecting CD8 T cell-vesicle binding. calls only at 7 µM. 2C CD8+ T cell-vesicle binding, flow cytometry; stronger effect = lower value. actives 0.068% (n = 330,000);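 active = response, share of CD8 T cells binding vesicles, and their 90th percentile fluorescence all below set limits, cut at about 80% in these data, passing the limit was not always enough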
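Assay system: 2C TCR transgenic mouse naive CD8+ T cells, MACS-purified | Read-out: CD8+ gate FL2 mean fluorescence as % of same-row positive control | Signal: High-throughput flow cytometry with anti-B7-1 and anti-CD8 staining | Timing: Binding step 1.5 h, 37 °C, antibody labelling 20 min, ice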
Autophagy mod = alters autophagy in cells; MEF GFP-LC3 puncta imaging; test concentration mostly 10 µM; calls only at 10 µM (by protocol); actives 0.98% (n = 190,000);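 active = percentage of spot-positive cells more than 3 SD above its plate mean, without a fluorescence outlier flag or 80% toxicity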;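 note: spot-positive cell cutoff set from DMSO-treated cells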
Hep lipid drop = hepatic lipid droplet formation modulation. AML12 mouse hepatocytes, oleate lipid droplets, BODIPY imaging. inhibition, % at 6.5 µM. actives 0.4% (n = 240,000). AID 1656;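 active = lipid droplet intensity inhibited by at least 50%, with more than 500 cells counted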
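Material – AML12 mouse liver cells · Also added – oleate loading, 100 µM · Compound dosing – 6.5 µM single-point dosing · Times – overnight treatment with compound plus oleate · Measured by – fluorescence imaging, 20x objective, two fields per well · Read-out – percent inhibition of filter-corrected integrated lipid droplet intensity per well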
Insulin prom up cell count = recorded beside Insulin prom up, whose call it bears; cell count; measured here: cytotoxicity, nuclei count;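 total cells summed across four imaged fields per well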
Hep lipid drop cells 6.5 µM = further read-out of Hep lipid drop, marked with its call; cell count; measured here: cell count, cytotoxicity flag;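 cells counted across two imaged fields per well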
b-catenin transl cell count 5 µM = recorded beside b-catenin transl, whose call it bears; cell count; measured here: cell count, cytotoxicity flag
T cell HTS vesicle-bound % = recorded beside T cell HTS, whose call it bears; double positive events, %; measured here: CD8+ vesicle-bound cell fraction;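 binding gate set so that unloaded-vesicle control wells show 10% double positive cells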
MT stabilizer Hoechst-high % = also measured in MT stabilizer; calls as there; % Hoechst-high responders; measured here: nuclear condensation Hoechst responders;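 share of cells brighter than vehicle mean plus two SD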
MT stabilizer cytotoxicity % = second read-out of MT stabilizer, no call of its own (marks repeat the call); toxicity, %; measured here: cytotoxicity by cell density;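 0% = mean cell density of plate MIN control wells and 100% = no cells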
Autophagy mod cell loss 18 h = also measured in Autophagy mod; calls as there; toxicity, %; measured here: cell loss, nuclei count;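 cell loss after 18 h compound exposure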
An asterisk follows results filed as active; i = inactive; x = not tested or not shown. Cut-off read from the data, not from the text of the source, unless noted: active = inhibition above about 50%; inactive = the rest. Rows were taken by chance; any-hit rate near 2.9%.

SMILES | PMI inhibitors | MT stabilizer | MT stabilizer Hoechst-high % | MT stabilizer cytotoxicity % | Insulin prom up | Insulin prom up cell count | PMI inhibition | b-catenin transl | b-catenin transl cell count 5 µM | TNAP activators | T cell HTS | T cell HTS vesicle-bound % | Autophagy mod | Autophagy mod cell loss 18 h | Hep lipid drop | Hep lipid drop cells 6.5 µM
CCOC(=O)c1cc(-c2ccc(F)cc2)n(CCC(=O)NC2CCN(Cc3ccccc3)CC2)c1C | 0% | 1.8 | 2.0 | 6.3 | -0.23 | 1024 | 5% | x | x | 1 | i | 27 | i | 0 | 17 | 686
COc1ccc(CN(C(=O)c2oc3ccccc3c2C)C2CCS(=O)(=O)C2)cc1OC (stereo not given) | 10% | 2.4 | 1.1 | 8.8 | -1.3 | 1290 | 8% | -0.8 | 957 | 1.1 | i | 45 | i | -4 | -1 | 786
CNC(=O)c1cc(NC(=O)CCn2nc(-c3ccc(C)cc3)c3ccccc3c2=O)ccc1OC | x | x | x | x | -0.24 | 1001 | x | 1.0 | 1319 | x | i | 33 | x | x | 16 | 741
Cc1ccc(N(Cc2ccccc2F)S(C)(=O)=O)c(C)c1 | -3% | 1.5 | 1.0 | 3.2 | -0.04 | 1640 | -4% | -0.6 | 1047 | 1.1 | i | 44 | i | 19 | 0 | 679
O=C1CSC(c2cn(-c3ccccc3)nc2-c2cc3ccccc3oc2=O)N1Cc1ccco1 (stereo not given) | 23% | 8.8 | 4.8 | 10 | 1.1 | 1387 | 19% | 0.2 | 1345 | 1 | i | 60 | i | -2 | x | x
O=C(O)CCc1nc(-c2ccccc2)no1 | -6% | 3.4 | 2.7 | 8.4 | -0.45 | 1295 | -2% | -5.3 | 1008 | 1.2 | i | 58 | i | 2 | x | x
Cc1cc(N(C)/N=C/c2ccccc2)nc(-c2ccccc2O)n1 | 6% | 2.3 | 2.1 | 6.1 | -0.19 | 1134 | 2% | 2.7 | 999 | 1.1 | i | 23 | i | -10 | -48 | 735
O=C(N/C(=C/c1ccccc1)C(=O)N1CCOCC1)c1ccc([N+](=O)[O-])cc1 | 7% | 4.4 | 1.8 | 2.6 | 0.2 | 1324 | 6% | -0.3 | 1066 | 0.9 | i | 65 | i | 28 | 15 | 727
Cc1ccc(/C=c2\s/c(=C(/C#N)C(=O)N3CCCC3)n(Cc3ccco3)c2=O)s1 | 12% | 3.4 | 2.2 | 11 | -0.16 | 1115 | 9% | x | x | 0.9 | i | 35 | i | 5 | -7 | 717
CCc1ccc(/C=C2\SC(=S)N(CCC(=O)Nc3cc(C)on3)C2=O)cc1 | -14% | 3.7 | 2.1 | 3.9 | -0.08 | 1226 | -10% | -0.7 | 1107 | 1.1 | i | 58 | i | 15 | -2 | 710
O=C(NN/C(=N/S(=O)(=O)c1ccc(Cl)cc1)c1ccccc1)c1ccc(O)cc1 | 2% | 2.4 | 2.3 | 5.9 | x | x | -6% | -2.6 | 952 | 1.5 | i | 41 | i | 10 | 15 | 577
COC(=O)C1=C(C)N(C)C(C)=C(C(=O)OC)C1c1ccc(C(=O)OC)cc1 | -4% | 1.8 | 1.4 | 3.3 | 0.4 | 1253 | -6% | -5.4 | 956 | 1.1 | i | 4 | i | 3 | x | x
O=C(CSc1nnc(-c2c[nH]c3ccccc23)o1)N(Cc1ccccc1)c1ccc(F)cc1 | 10% | 2.0 | 1.6 | 11 | x | x | 13% | -0.8 | 993 | 1.1 | i | 24 | i | -4 | -4 | 714
C/C=C(\C)CN1CCc2cc(OC)c(OC)cc2C1 | -13% | 2.7 | 2.6 | 2.4 | 2.2 | 1168 | -35% | x | x | 1.1 | i | 51 | i | -9 | 9 | 699
CCOc1ccc2c(c1)-c1c(ssc1=S)C(C)(C)N2C | 11% | 11 | 6.7 | 7.3 | -0.43 | 912 | 4% | -10 | 1215 | 0.9 | i | 25 | i | 2 | 57* | 758*
N#CCCN(CCC#N)c1nnc(-c2ccccc2)s1 | 4% | 5.9 | 2.4 | 8.8 | 0.59 | 1161 | -4% | -7.9 | 910 | 1.2 | i | 32 | i | 7 | x | x
Cn1nc(-c2ccc(C(=O)Nc3cccc(Cl)c3)cc2)c2ccccc2c1=O | 4% | 1.6 | 1.3 | 5.1 | -0.34 | 926 | 4% | x | x | 1.1 | i | 29 | i | -2 | 2 | 762
O=[N+]([O-])c1ccc(C[n+]2cccc3ccc4cccnc4c32)cc1 | -6% | 2.6 | 0.8 | 10 | -0.76 | 1301 | -24% | -1.7 | 982 | 1 | i | 46 | i | -3 | -8 | 640
CCOC(=O)c1ccc(NC(=O)c2nc[nH]c2C(=O)NC)cc1 | x | x | x | x | 0.43 | 862 | x | -0.6 | 1351 | x | i | 21 | x | x | 2 | 643
Nc1nc2c(s1)CCCCCCCCCC2 | x | x | x | x | -0.36 | 1371 | x | -3.8 | 1200 | x | i | 37 | x | x | -10 | 697
Cc1cc(C(=O)NCCC2=CCCCC2)ccc1[N+](=O)[O-] | 12% | 2.1 | 1.7 | 6.0 | 0.23 | 1333 | 14% | -1.1 | 1091 | 1 | i | 62 | i | -6 | -8 | 609
COC(=O)c1cn(C(=O)c2ccc(C)c(C)c2)c2ccccc12 | 22% | 8.3 | 8.0 | 8.7 | x | x | 11% | -0.5 | 970 | 1.1 | i | 42 | i | 8 | 15 | 693
CCOC(=O)c1ccc(NC(=O)CS(=O)(=O)c2cn(CC)c3ccccc23)cc1 | 10% | 6.3 | 2.1 | 5.0 | -0.9 | 1299 | 20% | -1.1 | 1370 | 1 | i | 30 | i | 9 | x | x
CC(=O)c1c(C)[nH]c(C(=O)NCc2ccc(F)cc2)c1C | -7% | 3.2 | 2.6 | 1.5 | -0.25 | 1394 | -4% | -2.9 | 1167 | 0.9 | i | 46 | i | -9 | -5 | 672
CCN(CC)S(=O)(=O)c1cccc(NC(=O)C(=O)c2c(-c3ccccc3)cc3ccccn23)c1 | 15% | 1.2 | 0.4 | 4.1 | -1 | 1056 | 4% | -2.2 | 1203 | 1 | i | 25 | i | 33 | 9 | 688
CCOc1ccc(NC(=O)Nc2cc(C(C)C)c(O)cc2C)cc1 | x | x | x | x | -0.03 | 1069 | x | 1.3 | 1358 | x | i | 52 | x | x | -23 | 691
CCCCc1c(C)nc2ccc(Br)cc2c1SC(N)N | -67% | 3.3 | 1.9 | 8.1 | 0.06 | 1412 | x | -0.2 | 1037 | 0.9 | x | x | i | -6 | 0 | 712
COc1ccccc1NC(=O)CSc1ccc2nnc(-c3ccccn3)n2n1 | 9% | x | x | x | -0.71 | 1603 | 8% | 0.4 | 1041 | 1.1 | i | 42 | x | x | -6 | 661
CN(C)C(=O)CCN1CCOCC1 | 7% | 3.9 | 0.9 | 5.2 | 0.02 | 1288 | 6% | -3.7 | 904 | 1.1 | i | 46 | i | -7 | x | x
O=C(COC(=O)c1cccnc1Cl)Nc1ccc2c(c1)OCCO2 | -8% | 3.2 | 2.7 | 7.2 | 0.21 | 1184 | 5% | 7.0 | 1054 | 1 | i | 27 | i | 2 | 17 | 703

An excerpt from above in order of number of heavy atoms, smallest number first:
SMILES | PMI inhibitors | MT stabilizer | MT stabilizer Hoechst-high % | MT stabilizer cytotoxicity % | Insulin prom up | Insulin prom up cell count | PMI inhibition | b-catenin transl | b-catenin transl cell count 5 µM | TNAP activators | T cell HTS | T cell HTS vesicle-bound % | Autophagy mod | Autophagy mod cell loss 18 h | Hep lipid drop | Hep lipid drop cells 6.5 µM
N#CCCN(CCC#N)c1nnc(-c2ccccc2)s1 | 4% | 5.9 | 2.4 | 8.8 | 0.59 | 1161 | -4% | -7.9 | 910 | 1.2 | i | 32 | i | 7 | x | x
Cc1cc(C(=O)NCCC2=CCCCC2)ccc1[N+](=O)[O-] | 12% | 2.1 | 1.7 | 6.0 | 0.23 | 1333 | 14% | -1.1 | 1091 | 1 | i | 62 | i | -6 | -8 | 609
COC(=O)c1cn(C(=O)c2ccc(C)c(C)c2)c2ccccc12 | 22% | 8.3 | 8.0 | 8.7 | x | x | 11% | -0.5 | 970 | 1.1 | i | 42 | i | 8 | 15 | 693

Following part:
SMILES | PMI inhibitors | MT stabilizer | MT stabilizer Hoechst-high % | MT stabilizer cytotoxicity % | Insulin prom up | Insulin prom up cell count | PMI inhibition | b-catenin transl | b-catenin transl cell count 5 µM | TNAP activators | T cell HTS | T cell HTS vesicle-bound % | Autophagy mod | Autophagy mod cell loss 18 h | Hep lipid drop | Hep lipid drop cells 6.5 µM
COC(=O)c1ccc(CSc2n[nH]c(-c3ccccc3)n2)o1 | -6% | 3.3 | 1.4 | 3.9 | -0.11 | 1467 | -4% | 0.5 | 1588 | 0.3 | i | 47 | i | 19 | 6 | 666
CCN(CC)S(=O)(=O)c1ccc(F)c(C(=O)NCCC(C)C)c1 | -7% | 3.1 | 2.5 | 6.5 | 0.17 | 1234 | -3% | -0.7 | 1153 | 1.1 | i | 6 | i | 20 | -36 | 690
CCOCC(=O)Nc1nc2ccc(S(C)(=O)=O)cc2s1 | 9% | 1.9 | 0.3 | 0.4 | 1.6 | 1312 | 4% | x | x | 1.1 | i | 55 | i | 1 | 6 | 791
CC(=NCC1CCCO1)c1c(O)[nH]c(=O)[nH]c1=O (stereo not given) | -6% | 3.5 | 2.0 | 11 | 0.82 | 1185 | -2% | -3.1 | 1007 | 1.1 | i | 39 | i | 4 | x | x
CCOC(=O)C1CCCN(C(=O)CSc2ccccc2)C1 (stereo not given) | 14% | 1.5 | 2.4 | 4.5 | 0.46 | 1222 | 9% | 1.0 | 937 | 1.1 | i | 37 | i | -3 | 6 | 593
